p47phox inh: inhibitors of human p47phox binding; p47phox/p22phox peptide binding, fluorescence polarization, 2 h; inhibition, % at 24.7 µM; actives 0.53% (n = 220,000); AID 1274;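 active = inhibition above about 30%, limit read from the data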;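 note: 0% = p47phox with labelled peptide and 100% = labelled peptide alone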
Target sequence (P14598 whole entry, looked up): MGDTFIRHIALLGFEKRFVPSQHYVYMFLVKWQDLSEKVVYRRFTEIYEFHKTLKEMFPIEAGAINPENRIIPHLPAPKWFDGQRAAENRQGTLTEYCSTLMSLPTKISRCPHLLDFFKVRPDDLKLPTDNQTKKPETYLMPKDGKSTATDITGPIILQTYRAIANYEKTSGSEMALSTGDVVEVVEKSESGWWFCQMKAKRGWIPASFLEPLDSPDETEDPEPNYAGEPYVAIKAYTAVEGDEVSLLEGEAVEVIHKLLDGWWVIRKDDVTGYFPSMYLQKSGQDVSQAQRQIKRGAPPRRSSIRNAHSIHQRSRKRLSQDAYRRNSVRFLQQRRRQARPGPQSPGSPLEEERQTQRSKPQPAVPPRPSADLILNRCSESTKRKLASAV
TbHK1 inh: T. brucei hexokinase 1 inhibition | inhibition, % at 10 µM | recombinant TbHK1, G6PDH-coupled NADH A340 | actives 0.11% (n = 220,000);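 active = inhibition of 50% or more in the single-dose primary screen; inactive = inhibition below 50%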
Furin inhibitor: human furin inhibition; P09958; inhibition, % at 30 µM; actives 0.061% (n = 220,000); purified furin, fluorogenic substrate cleavage; in the data active = inhibition above about 25%; note: inactives centre near -15
Ba/F3 V617F tox: loss of viability in JAK2V617F-driven Ba/F3 cells | Ba/F3 EpoR-JAK2V617F viability, ATP luminescence | inhibition, % at 5.6 µM | actives 1.1% (n = 220,000) | AID 1446;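 active = inhibition above the campaign mean plus 3 SD over all tested compounds, cut at about 24% in these data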;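 note: cytokine-independent growth of Ba/F3 cells driven by EpoR plus mutant JAK2; 0% = DMSO-treated cells and 100% = JAK inhibitor I control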
RBBP9 inh: human RBBP9 hydrolase inhibition; O75884; recombinant RBBP9, FP-Rh probe fluorescence polarization; inhibition, % at 7.94 µM; actives 0.2% (n = 220,000); AID 1515;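 active = inhibition above the campaign mean of all tested compounds plus 3 SD, cut at about 14% in these data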;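 note: plate controls were DMSO wells with RBBP9 for no effect and wells lacking RBBP9 protein for full effect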
Target sequence (O75884 whole entry, looked up): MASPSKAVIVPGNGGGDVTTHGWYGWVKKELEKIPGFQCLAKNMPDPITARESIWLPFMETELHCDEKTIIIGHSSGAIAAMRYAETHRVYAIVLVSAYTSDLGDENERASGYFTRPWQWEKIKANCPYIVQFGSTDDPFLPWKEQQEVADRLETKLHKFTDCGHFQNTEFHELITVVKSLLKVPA
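Measured by: FP readout at 525/598 nm; material: recombinant human RBBP9; also added: Serine-hydrolase probe FP-Rh, 375 nM pre-mixing; medium: Tris buffer pH 8.0, NaCl, Pluronic; replication: one well per compound; doses: one concentration, 7.94 µM nominal, 0.794% DMSO; timing: preincubation 30 min plus labeling 45 min at 25 °C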
PPC-1+TRAIL kill: kills PPC-1 cancer cells in the presence of TRAIL | PPC-1 cells + TRAIL, ATPLite viability luminescence | cell killing (% activity), % at 4 µM | actives 0.41% (n = 220,000) | AID 1443;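 active = cell killing above 50% in the first pass at 4 µM, then a duplicate retest at 5 µM averaging 50% or more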;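 note: plate controls were cells with TRAIL plus DMSO for no effect and medium-only wells lacking cells for full effect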
PGE2 EP2 inh: inhibitors of human EP2 prostaglandin E2 receptor. P43116. C6 glioma cells expressing human EP2, cAMP TR-FRET; cells stimulated with saturating PGE2. inhibition, % at 25 µM. actives 0.52% (n = 260,000);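 active = percent inhibition above 40 after rounding to a whole number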;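 note: rat C6 glioma host cells with rolipram phosphodiesterase inhibitor present; the protocol text gives 20 µM as final concentration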
Target sequence (P43116 whole entry, looked up): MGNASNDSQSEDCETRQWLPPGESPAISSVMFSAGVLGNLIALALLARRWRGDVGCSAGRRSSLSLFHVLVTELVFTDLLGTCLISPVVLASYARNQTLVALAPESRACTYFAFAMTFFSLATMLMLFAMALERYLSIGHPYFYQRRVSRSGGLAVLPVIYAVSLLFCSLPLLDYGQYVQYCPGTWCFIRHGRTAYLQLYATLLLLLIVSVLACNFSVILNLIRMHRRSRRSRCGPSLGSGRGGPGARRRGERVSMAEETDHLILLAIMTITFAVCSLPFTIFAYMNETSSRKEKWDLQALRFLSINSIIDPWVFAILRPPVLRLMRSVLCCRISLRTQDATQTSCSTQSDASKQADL
BaF3 parental: counter-screen for JAK2V617F inhibitors: parental Ba/F3 viability inhibitors; CellTiter-Glo ATP luminescence; inhibition, % at 5.6 µM; actives 1.1% (n = 220,000);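 active = inhibition above a per-campaign cutoff, the mean inhibition of all tested compounds plus 3 SD, cut at about 27% in these data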;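 note: 0% = DMSO wells and 100% = JAK Inhibitor I control wells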
p97 inhibitor: human p97 ATPase inhibition. P55072. inhibition, % at 8 µM. recombinant p97 ATPase, Kinase-Glo ATP luminescence, 3 h. actives 0.42% (n = 220,000); in the data active = inhibition above about 15%;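 note: 0% = DMSO vehicle and 100% = wells lacking enzyme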
An asterisk follows results filed as active; . = not tested or not shown; & = joins results of further samples; [ ] = another dose, or the depositor's remark.

Results follow in this order: Furin inhibitor	p97 inhibitor	RBBP9 inh	BaF3 parental	p47phox inh	TbHK1 inh	PGE2 EP2 inh	PPC-1+TRAIL kill	Ba/F3 V617F tox
CC1(C)CC(NC(=S)NCc2ccco2)CC(C)(C)N1
    -20	2	1	5	1	2	9	30	0
CC(C)[C@H](CO)Nc1nc(Nc2ccc(Cl)c(C(=O)O)c2)c2ncn(C(C)C)c2n1
    -16	.	.	.	-3	-12	21	20	.
CN(C)c1nc(C#N)nc(N2CCOCC2)n1
    -14[20 µM]	-2	-7	1	-1	-4	4&19	1	1
CC1N(C)c2cccc3cccc(c23)N1C
    -35[20 µM]	-1	1	4	13	-23	11	26	1
CC1C(=O)NN=C1C(=O)N/N=C\C(Br)=C\c1ccccc1 (stereo unspecified)
    -25	3	-9	4	-15	-8	7	78*[5 µM]	-1
COc1ccccc1NC(=O)C1=C(C)Nc2ncnn2C1c1cccs1 (stereo unspecified)
    -17	8	-11	9	-1	4	10	15	2
COc1ccc(NC(=O)c2nc[nH]c2C(=O)N2CCN(C(=O)OC(C)(C)C)CC2)cc1
    -31	.	.	.	8	-13	9	9	.
COc1ccc(-c2noc(N3CCC(C(=O)N4CCN(c5ccccn5)CC4)CC3)n2)cc1
    -19	-3	-5	1	-11	-3	6	29	-4
CCOc1ccc(N2CC(C(=O)NCCc3ccc(OC)c(OC)c3)CC2=O)cc1 (stereo unspecified)
    -11[20 µM]	-4	-1	6	-1	5	12	14	6
CC1CCc2nn(CC(=O)NCCCN3CCOCC3)cc2C1 (stereo unspecified)
    -23	4	-6	2	7	0	6	1	-1

Other records follow:
Results follow in this order: Furin inhibitor	p97 inhibitor	RBBP9 inh	BaF3 parental	p47phox inh	TbHK1 inh	PGE2 EP2 inh	PPC-1+TRAIL kill	Ba/F3 V617F tox
COc1ccccc1OCCC(=O)OCCN1C(=O)c2ccccc2C1=O
    -34	5	0	6	-3	3	13	2	-2
O=C(CSCC(=O)N1CCCCC1)Nc1nc(-c2ccccc2)c(-c2ccccc2)s1
    -15	2	-14	4	-17	-7	10	16	-1
CC1=CC(=O)C=C(C)C1=NOC(=O)c1cccc([N+](=O)[O-])c1
    -10[20 µM]	-3	-7	2	2	-26	17	-1	-1
CC(C)NC(=O)CN(C(=O)CCC(=O)Nc1ccccn1)c1ccc(F)c(Cl)c1
    -27	1	-10	1	-6	-4	8	-4	0
Cn1c(=O)c2c3c(sc2n2cnnc12)CCC3
    2[20 µM]	6	-5	2	-5	4	4	16	4
CCOc1ccc(Nc2c3ccccc3nc3ccccc23)cc1
    -6	4	8	68*	5	-4	5	5	76*
CCC(Oc1ccccc1)C(=O)Nc1ccc(S(=O)(=O)Nc2cnc3ccccc3n2)cc1 (stereo unspecified)
    -11[20 µM]	1	-10	1	-6	-7	14	22	3
CC(C)CN1C(=O)c2ccc(NC(=O)c3ccco3)cc2C1=O
    -11	-3	-5	14	-5	-6	7	15	2
O=C(Cc1ccc(-c2ccccc2)cc1)NCc1ccccc1
    0	0	-7	81*	-13	6	9	-6	81*
COc1ccc(NC(=O)/C(C#N)=C/c2cc(C)n(-c3ccc(N4CCOCC4)c([N+](=O)[O-])c3)c2C)cc1
    -23	5	-8	2	-6	-16	9	28	-5

New compounds follow:
Results follow in this order: Furin inhibitor	p97 inhibitor	RBBP9 inh	BaF3 parental	p47phox inh	TbHK1 inh	PGE2 EP2 inh	PPC-1+TRAIL kill	Ba/F3 V617F tox
O=C(NCC1(N2CCOCC2)CCCCC1)c1ccc(Cl)c(S(=O)(=O)NCc2ccco2)c1
    -24	-4	0	2	-28	2	7	-20	3
CC(C)(C)C(=O)[C@@H]1[C@@H]2C(=O)N(Cc3ccccc3)C(=O)[C@@H]2[C@H]2c3ccccc3C=CN12
    -28[20 µM]	5	0	1	-11	-7	2	-7	-4
COc1ccc(/C=N\NC(=O)c2nn(C)cc2Cl)cc1CN1CCOCC1
    -2	-6	-8	-2	6	-30	6	1	2
Cc1cc(NC(=O)c2cc(CC(C)C)on2)n(-c2ccccc2)n1
    -15	4	1	2	-13	-1	13	.	-2
COC(=O)c1cc(Nc2cc(C)c3c(O)cccc3n2)cc(C(=O)OC)c1
    -10	4	-1	-2	-21	3	3	5	6
Cc1cc(C)c(NC(=S)N(CCN2CCCCC2)Cc2ccco2)c(C)c1
    -27	0	-3	2	-17	1	2	-6	-2
O=C(C(NS(=O)(=O)c1cccs1)c1ccccc1)N1CCN(c2ccccc2)CC1 (stereo unspecified)
    -16	4	-3	11	-14	5	7	4	4
O=C(CSc1ccc2ccccc2n1)NCc1ccc2c(c1)OCO2
    -2	1	-12	-2	2	-4	8	-6	-1
CC1(C)CC(=O)C=C(NCc2ccccc2)C1
    -29[20 µM]	-1	-7	-2	-85	3	7	7	1
COc1ccc(N2C(=O)C3C4C=CC(C4)C3C2=O)c([N+](=O)[O-])c1 (stereo unspecified)
    -21	4	-5	5	-4	0	11	10	2

Compound profiles, from the list above. Screens in order: Furin inhibitor | p97 inhibitor | RBBP9 inh | BaF3 parental | p47phox inh | TbHK1 inh | PGE2 EP2 inh | PPC-1+TRAIL kill | Ba/F3 V617F tox
O=C(NCC1(N2CCOCC2)CCCCC1)c1ccc(Cl)c(S(=O)(=O)NCc2ccco2)c1 is entered as -24 | -4 | 0 | 2 | -28 | 2 | 7 | -20 | 3
O=C(C(NS(=O)(=O)c1cccs1)c1ccccc1)N1CCN(c2ccccc2)CC1 (stereo unspecified) is entered as -16 | 4 | -3 | 11 | -14 | 5 | 7 | 4 | 4

The list continues:
Results follow in this order: Furin inhibitor	p97 inhibitor	RBBP9 inh	BaF3 parental	p47phox inh	TbHK1 inh	PGE2 EP2 inh	PPC-1+TRAIL kill	Ba/F3 V617F tox
CCOc1ccc(NC(=O)c2ccccc2NS(C)(=O)=O)cc1
    -14[20 µM]	3	4	5	-5	-10	3	5	-2
CNC(=O)CSc1nc2[nH]ncc2c(=O)[nH]1
    -14	-3	-11	8	5	3	0	9	1
CCOC(=O)COc1ccc2c(C#N)c3ccccn3c2c1
    -15	7	-4	2	-9	1	24	-11	-2
COc1ccc(Nc2ccc(N3C(=O)CCC3=O)cc2[N+](=O)[O-])cn1
    -16	4	-15	0	-9	-4	8	3	-2
Cc1ccc(N=C2NC(=O)/C(=C/c3cccnc3)S2)c(C)c1
    -4	6	-4	-8	-15	-45	7	16	1
COC(=O)c1ccc(C(=O)OC)c(NC(=S)N2CCCCC2C)c1 (stereo unspecified)
    -34	3	0	2	1	-3	8	6	-5
Nc1nc2ccccc2n1CCN1CCCC1
    -14[20 µM]	-5	-2	7	-2	-2	6	-28	1
O=C(CCNC(=O)c1ccccc1)OCC(=O)c1cccc(Cl)c1
    -1	0	0	8	0	10	5	4	1
COc1cc(C(=O)NC(=S)Nc2ccc(N3CCCC3)cc2)cc(OC)c1OC
    -5	2	-7	10	1	-20	8	-4	2
C=CCOc1ccc(/C(O)=C2\C(=O)C(=O)N(CCN(C)C)C2c2cccs2)cc1 (stereo unspecified)
    -7	-1	1	4	-10	-19	15	-10	3

(listing goes on)
Results follow in this order: Furin inhibitor	p97 inhibitor	RBBP9 inh	BaF3 parental	p47phox inh	TbHK1 inh	PGE2 EP2 inh	PPC-1+TRAIL kill	Ba/F3 V617F tox
CC(=O)Nc1ccc(C(=O)CSc2nnnn2C(C)C)cc1
    -24	3	-2	2	4	0	5	13	-2
Cc1cc(C)n(CCC(=O)N/N=C/c2ccc(O)cc2)n1
    -18	11	-4	5	-16	-7	8	-10	-2
CCOc1ccccc1-n1c(SCC(=O)N2CCOCC2)nnc1-c1ccccn1
    -2	5	0	1	0	-7	22	-7	-2
CCOc1ccc(C(=O)NCC(C)CN(C)C)cc1OCC (stereo unspecified)
    -20[20 µM]	2	-7	5	-7	5	13	6	-1
Cc1cc(C)cc(NC(=S)N2CCN(c3ncc(C(F)(F)F)cc3Cl)CC2)c1
    -15	3	-2	-5	-1	-21	10	12	-1
CCN(Cc1ccccc1)c1ccc(/C=C(\C#N)c2ccccn2)cc1
    -14	2	2	7	-10	3	10	28	-1
CC(C)C1N=C2c3ccccc3N=C(SCc3cc(=O)n4cc(Cl)ccc4n3)N2C1=O (stereo unspecified)
    -1	-2	-9	3	-2	-46	6	4	1
O=C(NCC1CCCO1)C1CCC(=O)N1Cc1ccc(F)cc1 (stereo unspecified)
    -13[20 µM]	6	2	11	-6	0	7	1	-2
CCC(C)NC(=O)/C=C/c1ccc(S(=O)(=O)NCc2ccco2)cc1 (stereo unspecified)
    -12	-3	-4	12	-10	4	0	15	6
C=CCNCCOCCSc1ccc(Cl)cc1
    -19	-7	-3	3	-3	3	10	14	2

Further entries:
Results follow in this order: Furin inhibitor	p97 inhibitor	RBBP9 inh	BaF3 parental	p47phox inh	TbHK1 inh	PGE2 EP2 inh	PPC-1+TRAIL kill	Ba/F3 V617F tox
CCOC(=O)C(=NCCCN1CCOCC1)NNc1cccc(C(F)(F)F)c1
    -16	4	1	-2	4	-5	2	-10	-4
Cc1c(C(=O)N2CCCCCC2)nnn1-c1nonc1N
    -13[20 µM]	6	-4	0	-15	-2	13	2	-3
COc1cccc(C2=CC(c3cc(OC)ccc3OC)n3nnnc3N2)c1 (stereo unspecified)
    -6	0	10	1	-9	-9	.	-21	-1
CC(=O)C1=C(O)C(=O)N(CCN(C)C)C1c1ccc(Cl)cc1 (stereo unspecified)
    -18	2	-5	2	-19	-22	6	26	-3
O=C1C2CCCN2C(c2cccc(F)c2)N1c1cccc(Cl)c1 (stereo unspecified)
    -18	0	-9	6	0	-2	5	10	-3
COc1ccc(NC(=O)c2nc3nccc(C)n3n2)cn1
    -25[20 µM]	4	1	5	-23	-6	12	22	-1
CCOc1ccccc1CN1CCN(Cc2csc(C(C)=O)c2)CC1CCO (stereo unspecified)
    -29	3	-2	7	-4	-11	6	-24	1
O=C1C2CCCN2C(=O)N1CCN1CCN(c2ccccc2)CC1 (stereo unspecified)
    -15	4	-7	4	-6	33	3	7	-3
COc1ccc(C(CNC(=O)/C=C/c2c(Cl)nc3ccccn23)N(C)C)cc1 (stereo unspecified)
    -15	3	-8	6	-5	-16	8	-43	1
COc1cnc(-c2ccccn2)nc1Sc1c(Cl)cccc1Cl
    -21[20 µM]	-1	-3	2	-2	0	11	24	0
CCNc1nc(Oc2ccc(Cl)cc2Cl)cc(C(F)(F)F)n1
    -11[20 µM]	0	-3	6	-2	4	2	24	-1
Cc1ccccc1-c1nc(CN2CCC(C(=O)NCCCN3CCOCC3)CC2)c(C)o1
    11[20 µM]	2	-2	3	-25	3	6	10	0
CC(=O)Nc1cc(-c2ccc(Cl)cc2)nn1-c1ccccc1
    28*[20 µM]	1	0	3	1	0	3	10	-4

Screening data as filed in PubChem BioAssay.

These rows are one share of the data; the hit share may differ from the screen's.
